Insulin prom up – insulin promoter activators in MIN6 cells, imaging, high-content screening, mouse beta cells; AID 1625, 2009; MIN6 insulin promoter-GFP reporter; stronger effect = higher value; z-score at 5 µM; hit rate 0.3% among 190,000;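 active = z-score above 3 at 5 µM with at least 500 cells counted in the well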
MT stabilize HCS – microtubule stabilizers in HeLa cells, primary screen, imaging, high-content imaging; HeLa tubulin immunostaining HCS, 24 h; share of cells brighter than vehicle mean+2SD; % tubulin-high responders, % at 10 µM; hit rate 0.83% among 200,000; AID 2205, 2009;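 active = plate Z-score above 3 for both tubulin-high and condensed-nucleus cell shares, with cell loss under 80%, at 10 µM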;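 note: anti alpha tubulin signal scored within the nucleus-defined area of each cell; some results filed as inactive read as strong as hits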
b-catenin transl – modulators of beta-catenin nuclear translocation, primary screen, imaging, HeLa cells, immunofluorescence, high-content; nuclear translocation activity, % at 5 µM; hit rate 0.3% among 190,000;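 active = nuclear translocation activity above 50% at 5 µM, with a well cell count of 50 or more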;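 note: per-cell ratio of nuclear to cytoplasmic median beta-catenin stain intensity; plate controls were DMSO negative control for no effect and GSK-3 inhibitor IX positive control for full effect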
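assay system = human HeLa cells, endogenous beta-catenin | times = compound treatment 24 h, 37°C, 5% CO2 | detection = Anti-beta-catenin immunofluorescence on PFA-fixed, Triton-permeabilized cells, DAPI nuclei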
Yfh1-off respiration – enhancers of respiration in Yfh1-depleted yeast, dose response, Friedreich's ataxia, plus single-dose screen (AID 1465); S. cerevisiae Yfh1-off respiration, WST-1 reduction, 72 h; higher fold induction means a stronger effect; hit rate 0.074% among 220,000; fold induction at 50 µM, or EC50 in µM where a hit was titrated;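 active = fold induction of absorbance versus untreated yeast above a set limit, then at least 30% activation at any dose in follow-up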;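 note: activators that raise dye reduction in frataxin-depleted yeast; strong numbers were not always called active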
NOD1 NF-kB reporter – NOD1 signaling inhibitors, primary screen, cell-based, luminescence, uHTS (AID 1578) | inhibition, % at 4 µM, or EC50 in µM where a hit was titrated | hit rate 1% among 290,000 | NOD1-driven NF-kB luciferase reporter cells, luminescence; higher % means a stronger effect; in the data active = inhibition mostly above about 36%, no sharp cut-off; inactive = mostly below about 34%;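 note: HEK-293T reporter cells stimulated with the NOD1 agonist gamma-tri-DAP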
Dynein transport – inhibitors of GR-EGFP nuclear translocation, primary screen, dynein cargo transport inhibitor project, imaging, high-content, 3617.4 mouse cells | test concentration mostly 20 µM; stimulated with dexamethasone, 1 µM; stronger effect = lower value | z-score, hits read low | hit rate 0.47% among 220,000;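 active = plate z-score of nuclear minus cytoplasmic receptor signal below a set negative limit, without overly bright fluorescence or cell loss, cut at about -3.5 in these data, passing the limit was not always enough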;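 note: z-score of nuclear minus cytoplasmic ring GR-EGFP intensity difference per well; some compounds called inactive have numbers as strong as hits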
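Also added – dexamethasone, 1.0 µM final · Buffer or medium – tet-free, stripped-serum medium · Schedule – induction 48 h, compound 1 h, agonist 30 min · Detection – formaldehyde fixation, Hoechst nuclear stain, 10x automated fluorescence imaging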
NOD2 inhibition – NOD2 signaling inhibitors, cell-based, luminescence, uHTS, HEK293 (AID 1566) | HEK293 NOD2/NF-kB luciferase reporter, luminescence; higher % means a stronger effect | one-dose inhibition, % at 4 µM; EC50 in µM for titrated hits | hit rate 0.63% among 290,000; in the data active = inhibition above about 50%; note: many of its hits are not listed in these tables
P. falciparum M17LAP – P. falciparum M17LAP inhibitors, primary screen, biochemical, fluorogenic H-Leu-NHMec substrate, 1536-well (AID 1619). hit rate 0.38% among 220,000. recombinant M17LAP, H-Leu-NHMec fluorogenic kinetic assay; higher % means a stronger effect. one-dose inhibition, % at 30 µM; IC50 in µM for titrated hits;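 active = compound inhibiting the enzyme by more than half at any dose during confirmatory dose-response retesting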;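 note: plate controls were full reaction with DMSO carrier for no effect and no enzyme background for full effect; strong numbers were not always called active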
Autophagy HCS – autophagy modulators in MEF cells, primary screen, imaging, high-content, MEF GFP-LC3; AID 463193, 2010; calls only at 10 µM (by protocol); MEF GFP-LC3 puncta imaging; test concentration mostly 10 µM; hit rate 0.98% among 190,000;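 active = percentage of spot-positive cells more than 3 SD above its plate mean, without a fluorescence outlier flag or 80% toxicity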;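 note: spot-positive cell cutoff set from DMSO-treated cells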
Dynein transport cytoplasmic EGFP – recorded beside Dynein transport, whose call it bears; z-score; measured here: cytoplasmic GR-EGFP intensity; stronger effect = higher value
Dynein transport nuclear GR-EGFP – second read-out of Dynein transport, no call of its own (marks repeat the call); z-score; measured here: nuclear GR-EGFP intensity;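 lower value marks the stronger effect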
Dynein transport cell count – also measured in Dynein transport; calls as there; z-score; measured here: cell count per field
Insulin prom up cell count – recorded beside Insulin prom up, whose call it bears; cell count; measured here: cytotoxicity, nuclei count;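 total cells summed across four imaged fields per well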
b-catenin transl cell count 5 µM – further read-out of b-catenin transl, marked with its call; cell count; measured here: cell count, cytotoxicity flag
MT stabilize HCS Hoechst-high % – second read-out of MT stabilize HCS, no call of its own (marks repeat the call); % Hoechst-high responders; measured here: nuclear condensation Hoechst responders;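 share of cells brighter than vehicle mean plus two SD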
MT stabilize HCS cytotoxicity % – further read-out of MT stabilize HCS, marked with its call; toxicity, %; measured here: cytotoxicity by cell density;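 0% = mean cell density of plate MIN control wells and 100% = no cells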
Autophagy HCS cell loss 18 h – recorded beside Autophagy HCS, whose call it bears; toxicity, %; measured here: cell loss, nuclei count;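 cell loss after 18 h compound exposure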
* marks the source's active call; other numbers are inactive results; i = inactive; / = no result given. Some of the compounds tested, so the mix of outcomes need not match the whole.

Every second line gives: Insulin prom up, Insulin prom up cell count, MT stabilize HCS, MT stabilize HCS Hoechst-high %, MT stabilize HCS cytotoxicity %, b-catenin transl, b-catenin transl cell count 5 µM, Yfh1-off respiration, NOD1 NF-kB reporter, Dynein transport, Dynein transport cytoplasmic EGFP, Dynein transport nuclear GR-EGFP, Dynein transport cell count, NOD2 inhibition, P. falciparum M17LAP, Autophagy HCS, Autophagy HCS cell loss 18 h
CN(C)S(=O)(=O)c1ccc(-c2ccccc2)cc1
  -0.59, 1348, 2.3, 2.3, 8.8, -1.5, 1146, i, -6%, -0.09, -0.14, -0.14, 0.19, -7%, 2%, i, 5
O=C(CCc1c[nH]c2ccccc12)NCC(=O)Nc1ccc(F)c(F)c1F
  -1.1, 1211, 4.8, 2.6, 5.1, -3.7, 1096, i, -39%, 0.0074, -0.15, -0.054, 0.21, 6%, 3%, i, -9
COc1ccc(C=Nc2cccc3ncccc23)cc1
  0.79, 1290, 1.2, 1.5, 0.3, -0.6, 1086, i, 1%, 1.2, -0.096, 0.27, -1.2, -1%, -10%, i, 0
CN(CC(=O)Nc1cccc2ccccc12)C(=O)/C=C/c1cccs1
  0.14, 1618, 3.5, 2.6, 4.8, -1.3, 1110, i, -27%, -1.3, -0.095, -0.43, -1.9, -9%, 3%, i, -5
O=C(Cn1nnc(-c2cc(C(F)(F)F)cc(C(F)(F)F)c2)n1)NNC(=S)Nc1ccc(Cl)cc1
  2.2, 1404, /, /, /, -1.0, 1349, i, 10%, -0.19, -0.28, -0.36, 0.6, -8%, 1%, /, /
NNC(=O)CS(=O)(=O)CS(=O)(=O)CC(=O)NN
  0.35, 1504, /, /, /, -1.7, 1000, i, -6%, -0.41, -0.23, -0.22, 0.74, 1%, 8%, /, /
COc1ccc(CNC(=O)CN(c2cccc(OC)c2)S(C)(=O)=O)cc1
  -0.95, 1556, 4.9, 2.5, 8.3, -10, 1018, i, -5%, 1.7, -0.21, 1.5, -1.7, 11%, 1%, i, 4
COc1ccc(C2CC(c3ccccc3)=NN2C(=O)COC(=O)CNC(=O)c2ccccc2)cc1 (stereo not given)
  0.28, 1405, 3.4, 2.6, 6.7, -2.2, 992, i, -23%, -0.98, -0.25, -0.79, 0.69, -8%, -6%, i, 1
Cc1cc(CNC(=O)COc2ccc(F)cc2F)c2ccccc2n1
  -1.9, 1128, 3.2, 3.2, 6.4, 0.6, 946, i, 18%, -0.47, -0.31, -0.12, 0.028, 14%, 3%, i, 3
Cc1onc(-c2ccccc2)c1C(=O)NCc1ccco1
  -0.41, 1428, 3.2, 2.5, 9.2, -0.1, 1443, i, -46%, -0.64, -0.24, -0.12, -0.42, -11%, -2%, i, 4
CC(=O)Nc1ccc2nc(SCC(=O)O)sc2c1
  0.55, 1077, 6.7, 5.5, 6.3, -1.5, 955, i, -8%, -0.76, 0.18, -0.31, 0.53, -17%, 7%, i, -6
CN(C)CCn1c(=O)n(Cc2ccco2)c(=O)c2c3c(sc21)CCCCC3
  -0.36, 1627, 1.5, 1.5, 1.6, 0.5, 1308, i, 21%, -0.75, -0.24, -1.2, 1, 6%, 4%, i, 2
C=CCn1c(CC#N)nnc1N1CCOCC1
  0.18, 1326, 3.8, 1.9, 3.4, /, /, i, 1%, -0.23, -0.31, -0.76, 1.2, 20%, 7%, i, 0
CCn1c(=O)c(-c2cc(=O)[nH][nH]2)c(O)c2ccccc21
  -0.18, 1293, 1.0, 1.5, 14, 1.3, 1058, i, -11%, -0.66, -0.23, -0.34, -0.57, 6%, 20%, i, -19
CC(=O)N1CCN(c2ccccc2NC(=O)COc2ccc(Cl)cc2Cl)CC1
  -1.1, 1302, 2.9, 2.3, 6.4, 0.7, 1047, i, -46%, -0.043, -0.28, 0.29, -0.26, -12%, 10%, i, 2
COc1cc(/C=C/C(=O)OCC(=O)Nc2ccc3c(c2)OCCO3)ccc1OCC#N
  0.43, 1317, 3.4, 1.8, 0.9, -0.2, 564, i, -18%, 0.38, -0.041, 0.36, -0.16, 11%, 8%, i, 4
O=C(Nc1cccc(S(=O)(=O)N2CCCCC2)c1)c1cnccn1
  0.82, 1565, 4.2, 2.1, 8.7, 3.6, 840, i, 8%, -0.51, -0.2, -0.27, 0.27, -23%, -6%, i, 8
Oc1cccc2c(NC(=S)Nc3ccc(SC(F)F)cc3)cccc12
  0.35, 1180, 7.1, 2.4, 10, 3.0, 534, i, 30%, -0.83, -0.31, -0.82, 0.87, 26%, 8%, i, -2
CN(NC(=O)c1ccc(Cl)cc1)c1ncc(C(F)(F)F)cc1Cl
  0.49, 1390, /, /, /, -1.9, 1066, i, 0%, -0.29, -0.2, -0.11, -0.19, 16%, -6%, /, /
Cc1ccc(S(=O)(=O)N(CC(=O)N/N=C/c2ccco2)c2cc(Cl)cc(Cl)c2)cc1
  1.1, 1368, 13, 11, 20, -0.3, 876, i, 9%, -0.27, -0.25, -0.21, 0.49, 13%, -6%, i, 4
CSCCC(NC(N)=O)C(=O)NCC1CCCCC1 (stereo not given)
  -0.06, 1304, 2.8, 2.7, 7.1, -1.2, 1105, i, /, 3.8, 0.12, 2.6, -1.4, -4%, -17%, i, -1
COCC(=O)n1nc(-c2ccc(Cl)cc2)nc1NCc1ccc(F)cc1
  0.45, 976, 2.8, 2.7, 2.3, 0.4, 1046, i, -19%, -0.34, -0.26, -0.36, 0.69, -45%, 0%, i, 12
S=C1N(c2ccccc2)C(c2ccccc2)N2CCCN12 (stereo not given)
  /, /, 3.9, 1.7, 8.3, /, /, i, -12%, -0.34, -0.25, -0.19, 1.8, 2%, 0%, i, 2
Cc1onc(-c2ccccc2Cl)c1C(=O)Nc1ncn[nH]1
  -0.02, 1225, 1.5, 2.0, 1.0, -0.8, 969, i, -7%, -0.063, -0.3, -0.081, 0.57, -12%, 12%, i, 5
COC(=O)c1cccnc1-n1c(=O)c2cccnc2n(Cc2cccc(C(F)(F)F)c2)c1=O
  -0.1, 1273, 4.4, 2.5, 1.5, -0.5, 1099, i, -12%, 0.72, -0.15, 0.83, -1.4, 11%, 5%, i, -2
CS(=O)(=O)Nc1ccc(C(=O)NCCc2ccccc2)cc1
  -0.04, 1257, 2.7, 1.3, 5.7, -1.2, 1148, i, -47%, -0.5, 0.26, -0.47, 0.74, -57%, -5%, i, -2
Cc1cc(C)n2nc(SCc3cc(=O)oc4cc(C)c(C)cc34)nc2n1
  /, /, 1.6, 1.5, 9.4, 2.0, 1085, /, 16%, 0.53, 0.07, 0.27, -0.91, 2%, 5%, i, -4
CNC(=O)Cc1csc2ccc(C)cc12
  0.55, 925, /, /, /, -1.1, 1342, i, 41%*, 0.63, -0.2, 1, -0.89, -8%, 3%, /, /
O=C1NC2=C(C(=O)OC2)C(c2ccc(OC(F)(F)F)cc2)N1 (stereo not given)
  0.2, 1074, /, /, /, -0.2, 1300, i, -4%, -0.74, -0.19, 0.21, -0.59, 15%, 3%, /, /
COc1ccccc1NC(=S)NCCc1ccc(F)cc1
  -0.8, 1337, 2.9, 4.3, 8.6, 0.7, 1512, i, -37%, -0.0062, -0.3, 0.3, 0.05, -20%, -2%, i, 5
CCS(=O)(=O)NCCc1csc(-c2ccc(OC)c(OC)c2)n1
  -1.2, 1103, /, /, /, 1.3, 1340, i, 2%, 0.41, -0.27, 0.79, -0.68, 0%, 13%, /, /
O=C1c2cc([N+](=O)[O-])ccc2-c2ncccc21
  0.45, 1425, /, /, /, -1.2, 1215, i, -1%, -0.46, -0.27, -0.24, -0.068, 14%, -4%, /, /
CNC(=S)NNC(=O)Cc1ccc(O)cc1
  0.63, 1342, 2.6, 2.1, 8.6, -0.2, 948, i, -20%, 0.41, -0.22, 0.26, 0.13, 15%, 14%, i, 0
Cc1cccc(Nc2nc(-c3cccs3)cs2)n1
  /, /, 2.1, 2.9, 7.3, 3.0, 1045, i, -68%, -0.047, -0.24, -0.09, -0.08, -186%, 3%, i, -2
CCOc1ccc(CCNC(=O)C2CCCN(c3nnc(-n4cccc4)s3)C2)cc1OCC (stereo not given)
  -0.19, 1444, 2.7, 1.9, 7.3, -0.3, 1459, i, 28%, 0.98, -0.11, 0.45, -1.1, 18%, 14%, i, 6
C(=N\n1cncn1)/c1ccc(N2CCOCC2)cc1
  0.02, 1343, 2.1, 0.9, 2.1, -1.9, 813, i, -4%, -0.66, -0.19, -0.26, 0.073, 22%, 17%, i, -11
C/C(=N\NC(=O)c1ccccc1F)c1ccc2c(c1)Nc1ccccc1S2
  -0.11, 1311, 5.1, 1.6, 5.6, -1.6, 1131, i, -44%, -0.5, 0.048, -0.47, 0.053, -99%, 0%, i, -2
Cc1ccc2c(c1)C(c1ccccc1)N(C(=O)c1ccc3c(c1)OCO3)CC(=O)N2 (stereo not given)
  0.14, 1022, /, /, /, 0.8, 1310, /, -3%, 0.44, 0.23, 0.83, -1.1, 14%, /, /, /
CCCn1c(=N)n(CC(=O)c2ccco2)c2ccccc21
  0.58, 1129, 5.6, 3.6, 5.5, -1.2, 861, i, 8%, -0.46, -0.3, -0.12, 0.27, 15%, -6%, i, -18
Cc1ccc2c(c1)NC(C(C)(C)C)CO2 (stereo not given)
  0.18, 1482, 3.2, 1.2, 2.8, -0.7, 1422, i, 0%, 2.4, -0.35, 1.2, -0.81, 8%, -4%, i, -17
Cc1ccc(Cl)c(NC(=O)CCl)c1Cl
  0.6, 1126, 6.8, 3.6, 5.9, -1.6, 1128, i, 19%, -0.66, -0.3, -0.01, 1.3, -25%, -7%, i, -1
